Source: PubChem (NMMLSC)
RGS7-Gao reg = RGS7-Galphao binding modulators, primary screen, biochemical, multiplexed bead flow cytometry; AID 1439, 2008; binding response (% of control), % at 10 µM; actives lie on both sides; Guanine nucleotide-binding protein G(o) subunit alpha (Homo sapiens), P09471; actives 0.35% (n = 220,000); in the data active means binding response below about 49% or above about 150%; inconclusive means no clear call, values can overlap the other calls; inactive means in between;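 further: fluorescent Galphao held in activated GDP-AlF4 state binding bead-coupled RGS7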
Target sequence (P09471 whole entry, looked up): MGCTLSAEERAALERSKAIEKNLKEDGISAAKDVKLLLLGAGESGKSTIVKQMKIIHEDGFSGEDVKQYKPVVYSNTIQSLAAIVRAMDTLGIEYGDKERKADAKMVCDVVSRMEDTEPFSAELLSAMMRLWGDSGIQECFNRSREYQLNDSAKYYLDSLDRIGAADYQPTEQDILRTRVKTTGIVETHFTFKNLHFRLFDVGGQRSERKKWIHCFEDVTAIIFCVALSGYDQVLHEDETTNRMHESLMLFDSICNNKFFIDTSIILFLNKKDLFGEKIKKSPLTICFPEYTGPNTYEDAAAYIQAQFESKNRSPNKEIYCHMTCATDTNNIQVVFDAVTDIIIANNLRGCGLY
Bim-Bcl-W = inhibitors of Bim binding to Bcl-W, primary screen, biochemical, multiplexed, bead-based flow cytometry | Bim peptide-Bcl-W binding | inhibition, % at 10 µM | actives 0.02% (n = 190,000) | AID 952, 2007;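 further: 0% = bound tracer without compound and 100% = peptide blocker; higher means less fluorescent Bim peptide bound to Bcl-W beads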
Bim-Bfl-1 = inhibitors of Bim binding to Bfl-1, primary screen, biochemical, multiplexed, bead-based flow cytometry; actives 0.12% (n = 190,000); AID 1008, 2008; Bcl-2-related protein A1 (Homo sapiens), Q16548; Bim-Bfl-1 binding inhibition; inhibition, % at 10 µM;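 further: 0% = wells without compound plus tracer and 100% = blocker peptide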
Avidin fluor = green autofluorescence of compounds with avidin beads – biophysical, 488/530 nm, flow cytometry, artefact control, profiling panel. compound fluorescence 488/530 nm; active compounds read high. fluorescence (KMESF) at 10 µM. actives 0.38% (n = 220,000). AID 1775, 2009; in the data active means fluorescence above about 47; further: inactives centre near 10
Bcl-B Bim block = inhibitors of Bim-Bcl-B binding, primary screen, biochemical, multiplexed, human Bcl-2 family; Bcl-2-like protein 10 (Homo sapiens), Q9HD36; bead-based flow cytometry, Bim peptide-Bcl-B binding; inhibition, % at 10 µM; actives 0.073% (n = 190,000); AID 951, 2007;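 further: 0% = tracer peptide without compound and 100% = reference inhibitor peptide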
Target sequence (Q9HD36 whole entry, looked up): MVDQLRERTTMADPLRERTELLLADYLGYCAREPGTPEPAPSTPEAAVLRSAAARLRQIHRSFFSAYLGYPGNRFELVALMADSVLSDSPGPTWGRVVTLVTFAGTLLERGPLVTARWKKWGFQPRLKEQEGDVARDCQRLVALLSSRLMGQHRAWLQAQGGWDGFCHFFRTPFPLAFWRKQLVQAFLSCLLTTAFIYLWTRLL
Bim-Bcl-2 = inhibitors of Bim-Bcl-2 binding, primary screen, biochemical, multiplexed, human Bcl-2 family; Apoptosis regulator Bcl-2 (Homo sapiens), P10415; Bead-based flow cytometry, Bim peptide-Bcl-2 binding; inhibition, % at 10 µM; actives 0.06% (n = 190,000); in the data active means inhibition above about 40%; inconclusive means no clear call, values can overlap the other calls;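 further: 0% = no compound wells with probe peptide and 100% = reference peptide inhibitor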
Target sequence (P10415 whole entry, looked up): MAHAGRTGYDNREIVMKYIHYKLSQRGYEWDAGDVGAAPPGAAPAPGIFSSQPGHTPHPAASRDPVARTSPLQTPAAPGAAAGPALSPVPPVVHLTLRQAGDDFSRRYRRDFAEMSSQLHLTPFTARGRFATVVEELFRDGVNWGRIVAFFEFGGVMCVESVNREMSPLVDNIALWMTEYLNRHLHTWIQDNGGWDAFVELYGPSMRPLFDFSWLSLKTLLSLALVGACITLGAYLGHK
RGS4-Gao reg = modulators of RGS4 binding to Galphao, primary screen, biochemical, multiplexed bead flow cytometry; Guanine nucleotide-binding protein G(o) subunit alpha (Homo sapiens), P09471; actives lie on both sides; binding response (% of control), % at 10 µM; actives 0.33% (n = 220,000); AID 1415, 2008; in the data active means binding response below about 49% or above about 150%; inactive means in between;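 further: fluorescent Galphao activated with aluminum fluoride binding bead-coupled RGS4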
ABCB1 block = ABCB1 efflux pump inhibitors, primary screen, cell-based, multiplex, flow cytometry, ABCG2 counter-screen | AID 1326, 2008 | ATP-dependent translocase ABCB1 (Homo sapiens), P08183 | CCRF-Adr cells, JC-1 efflux | inhibition, % at 6.6 µM | actives 0.067% (n = 190,000); in the data active means inhibition above about 40%;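 further: 0% = vehicle and 100% = reference inhibitor; higher value means more JC-1 retained so stronger ABCB1 efflux block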
GSH fluor = compound fluorescence on glutathione beads, profiling panel, artefact control, biophysical, 488/530 nm, flow cytometry. GSH beads flow cytometry, compound fluorescence 488/530 nm; active compounds read high. AID 1776, 2009. fluorescence (KMESF) at 10 µM. actives 0.25% (n = 190,000); in the data active means fluorescence above about 89;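 further: glutathione beads carrying GST-tagged Bcl family fusion proteins plus one bare bead set; values are compound well signal with DMSO vehicle wells as background; inactives centre near 16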
ABCG2 block = ABCG2 efflux pump inhibitors, primary screen, multiplex with ABCB1, IgMXP3 cells, flow cytometry; AID 1325, 2008; actives 0.1% (n = 190,000); inhibition, % at 6.6 µM; JC-1 efflux; Broad substrate specificity ATP-binding cassette transporter ABCG2 (Homo sapiens), Q9UNQ0;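 active means inhibition above 80%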;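 further: 0% = DMSO and 100% = nicardipine control wells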
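System: two drug-resistant human cell lines, ABCG2 and ABCB1; controls: nicardipine high and DMSO low controls; times: 10 min exposure at 25 °C with rotation, no wash; detection: flow cytometry of retained JC-1 fluorescence; read-out basis: percent efflux inhibition, scaled nicardipine 100% to DMSO 0%; doses: one concentration, 6.6 µM final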
Bim-Bcl-XL = inhibitors of Bim-Bcl-XL binding, primary screen, biochemical, multiplexed, bead flow cytometry, human Bcl-XL. Bcl-2-like protein 1 (Homo sapiens), Q07817. Bim peptide-Bcl-XL binding, fluorescence. inhibition, % at 10 µM. actives 0.04% (n = 190,000). AID 1007, 2008
* = called active by the depositor; ? = inconclusive. Unless noted, no stated cut-off is given here; in the data, active means inhibition above about 40%.

Abbreviations – A = RGS7-Gao reg; B = Bim-Bcl-W; C = Bim-Bfl-1; D = Avidin fluor; E = Bcl-B Bim block; F = Bim-Bcl-2; G = RGS4-Gao reg; H = ABCB1 block; I = GSH fluor; J = ABCG2 block; K = Bim-Bcl-XL
molecule: COc1ccc2c(c1)[N+](C)(C)C(C)(C)C=C2C
  A: 99	B: 6	C: 0	D: 6	E: -8	F: 3	G: 99	H: 0.4	I: 20	J: 3	K: 3

molecule: Cc1cc(C)cc(NC(=S)N2CCN(c3ccc(F)cc3)CC2)c1
  A: 99	B: -3	C: 1	D: 4	E: -1	F: -1	G: 100	H: -0.4	I: 10	J: 0	K: -3

molecule: CC1CCc2sc(NC(=S)NC(=O)c3ccccc3)c(C#N)c2C1 (stereo unspecified)
  A: 95	B: 4	C: 0	D: 14	E: 0	F: 5	G: 98	H: -0.8	I: 19	J: -6	K: 0

molecule: COc1cc(C(=O)OC2CCCCC2=O)cc(OC)c1C (stereo unspecified)
  A: 98	B: -5	C: -20	D: 14	E: -13	F: -11	G: 100	H: 2.7	I: 38	J: 35	K: -16

molecule: Cn1c(SCC(=O)c2ccccc2)nnc1-c1cnccn1
  A: 98	B: 4	C: -7	D: 7	E: -5	F: 0	G: 95	H: 0.2	I: 8	J: 2	K: -5

molecule: COc1ccc(-c2[nH]n(-c3ccc([N+](=O)[O-])cc3)c(=O)c2C=NCc2ccccc2)cc1
  A: 102	B: -4	C: -2	D: 4	E: -8	F: -3	G: 103	H: 0.9	I: 9	J: 1	K: -6

molecule: CCOC(=O)c1c(NC(=O)COC(=O)c2cc(OC)c(OC)cc2[N+](=O)[O-])sc(C)c1CC
  A: 103	B: -3	C: -11	D: 12	E: -7	F: -6	G: 100	H: 1.7	I: 13	J: 13	K: -6

molecule: CSc1nnc(N(CCC#N)CCC#N)s1
  A: 99	B: 2	C: 2	D: 10	E: 2	F: 1	G: 100	H: 0.3	I: 23	J: 0	K: 0

molecule: Cn1c(=O)c2c(ncn2CC(=O)N2CCN(c3ccc(F)cc3)CC2)n(C)c1=O
  A: 102	B: -4	C: -1	D: 9	E: 1	F: 0	G: 99	H: 0.7	I: 11	J: 6	K: -2

molecule: O=C(O)CSc1c(O)c2ccccc2[nH]c1=O
  A: ?	B: 1	C: 0	D: 7	E: -2	F: 1	G: 99	H: 0.3	I: 11	J: 1	K: -1

molecule: CC1(C)CC(CCC(=O)Nc2ccccc2Cl)C(=O)O1 (stereo unspecified)
  A: 100	B: 0	C: -2	D: 17	E: -1	F: 0	G: 100	H: 0.1	I: 20	J: 1	K: -4

molecule: Cc1noc(/C=C/N(C)C)c1S(=O)(=O)N1CCCC(C(=O)Nc2ccc3c(c2)OCO3)C1 (stereo unspecified)
  A: 100	B: 1	C: -8	D: 5	E: -7	F: -11	G: 100	H: 2.9	I: 26	J: 4	K: 0

molecule: Cc1ccc(CNC(=O)CCCc2nc3ccccc3s2)cc1
  A: 93	B: -5	C: 0	D: 5	E: -11	F: -2	G: 93	H: 0.6	I: 10	J: 11	K: -8

molecule: COc1ccccc1NC(=O)c1ccc(-n2cncn2)nc1
  A: ?	B: 1	C: -4	D: 11	E: 0	F: 0	G: 96	H: 0.1	I: 13	J: 2	K: -1

molecule: COc1ccc(NC(=O)CN(c2ccc(C(C)C)cc2)S(=O)(=O)c2c(C)noc2C)cc1OC
  A: 97	B: 0	C: -13	D: 5	E: -4	F: -9	G: 101	H: 1.8	I: 19	J: 4	K: -3

molecule: CC(C)NC(=O)NC(=O)COC(=O)c1ccc([N+](=O)[O-])cc1Cl
  A: ?	B: 1	C: -4	D: 11	E: -1	F: -1	G: 102	H: 0.9	I: 11	J: 14	K: -1

molecule: CN(C)S(=O)(=O)c1cccc(NC(=O)COC(=O)c2cn(-c3ccccc3)nc2-c2ccccc2)c1
  A: 107	B: -1	C: 0	D: 2	E: 0	F: 1	G: 103	H: -0.4	I: 14	J: -2	K: -6

molecule: COc1ccc(NC(=O)CNc2ccc(C#N)cc2)cc1
  A: 102	B: 0	C: -3	D: 10	E: 0	F: -1	G: 105	H: -0.4	I: 16	J: 0	K: -1

molecule: CCC(=O)NC(Nc1cc(C)ccn1)(C(F)(F)F)C(F)(F)F
  A: 102	B: 4	C: -8	D: 9	E: 0	F: -4	G: 104	H: 0.1	I: 12	J: 1	K: -2

molecule: COC(=O)c1ccccc1NC(=O)C1CCCN(S(=O)(=O)c2ccccc2)C1 (stereo unspecified)
  A: 100	B: -3	C: -16	D: 12	E: -9	F: -12	G: 100	H: 2.1	I: 33	J: 12	K: -11

molecule: COC(=O)CSCc1nc2ccccc2[nH]c1=O
  A: 100	B: -2	C: 1	D: 6	E: -11	F: 1	G: 99	H: 3.8	I: 13	J: 9	K: -4

molecule: CC(=O)N1CCN(c2ccccc2NC(=O)Cc2ccc(Cl)cc2)CC1
  A: 100	B: -4	C: -3	D: 6	E: -6	F: -2	G: 89	H: 0.6	I: 19	J: -1	K: -1

molecule: N#CC1=C(N)S[C@H](C(=O)C23CC4CC(CC(C4)C2)C3)[C@H]1c1ccncc1
  A: 100	B: 1	C: -9	D: 10	E: -9	F: -6	G: 102	H: 0.7	I: 51	J: 2	K: 3

molecule: COc1cc(OC)cc(C(=O)N2CCN(C(=O)Cc3ccccc3)CC2)c1
  A: 101	B: 0	C: -5	D: 8	E: -3	F: -3	G: 98	H: 1.0	I: 9	J: 1	K: -1

One compound at a time, as listed above.
CC1CCc2sc(NC(=S)NC(=O)c3ccccc3)c(C#N)c2C1 (stereo unspecified) is listed as RGS7-Gao reg: 95; Bim-Bcl-W: 4; Bim-Bfl-1: 0; Avidin fluor: 14; Bcl-B Bim block: 0; Bim-Bcl-2: 5; RGS4-Gao reg: 98; ABCB1 block: -0.8; GSH fluor: 19; ABCG2 block: -6; Bim-Bcl-XL: 0
Cn1c(SCC(=O)c2ccccc2)nnc1-c1cnccn1 is listed as RGS7-Gao reg: 98; Bim-Bcl-W: 4; Bim-Bfl-1: -7; Avidin fluor: 7; Bcl-B Bim block: -5; Bim-Bcl-2: 0; RGS4-Gao reg: 95; ABCB1 block: 0.2; GSH fluor: 8; ABCG2 block: 2; Bim-Bcl-XL: -5
Cc1noc(/C=C/N(C)C)c1S(=O)(=O)N1CCCC(C(=O)Nc2ccc3c(c2)OCO3)C1 (stereo unspecified) is listed as RGS7-Gao reg: 100; Bim-Bcl-W: 1; Bim-Bfl-1: -8; Avidin fluor: 5; Bcl-B Bim block: -7; Bim-Bcl-2: -11; RGS4-Gao reg: 100; ABCB1 block: 2.9; GSH fluor: 26; ABCG2 block: 4; Bim-Bcl-XL: 0
